From PubChem
Sm TGR block = qHTS Assay for the Inhibitors of Schistosoma Mansoni Peroxiredoxins | Potency, µM (top dose mostly 114 µM), inactives show at the top dose activity change, negative = inhibition, most hits filed as inhibitors | 3% of 360,000 active | purified TGR, DTNB reduction, TNB absorbance 405 nm; further: nearly all actives have a fitted effect of over 60% in size
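First, TGR (20 nM dispensed) and NADPH were mixed with compound. Second, a 15 min room-temperature incubation followed. Third, further NADPH and then DTNB were added to start the reaction. Finally, TNB absorbance was monitored kinetically.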
HCV inh = qHTS Assay for Inhibitors of Hepatitis C Virus (HCV); Huh7.5.1 HCVcc-Cre infection, luciferase reporter, 44 h; Potency, µM (doses to about 41.8 µM), for inactives: at the highest dose activity change, negative = inhibition, most hits filed as inhibitors; 3.4% of 340,000 active
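Infectious HCVcc-Cre (~0.5 moi) was added to cells just after compound, with cells seeded 4 h earlier at 1,000 per well. Luciferase activity after 44 h culture reported infection; substrate was incubated 15 min at room temperature before reading.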
Tb PYK inh = qHTS of Trypanosoma Brucei Inhibitors; pyruvate kinase (Trypanosoma brucei), Q57TT1; TbPYK enzyme, Kinase-Glo Plus ATP luminescence, 45 min; Potency, µM (doses to about 76.8 µM), inactives show at the top dose activity, negative = inhibition, most hits filed as inhibitors; 0.12% of 410,000 active; AID 624173, 2012; further: nearly all actives have a fitted effect of over 50% in size
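Luminescence from Kinase-Glo Plus, added after a 45-minute room-temperature reaction, served as the end-point read-out. The enzyme and substrate were preincubated with compound before ADP (130 uM final) initiated turnover. Concentration-effect curves came from normalized qHTS data.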
Pf growth 48h = Primary qHTS for delayed death inhibitors of the malarial parasite plastid, 48 hour incubation; P. falciparum luciferase growth in erythrocytes, 48 h; Potency, µM (top dose mostly 28.7 µM), inactives show top-dose activity change, negative = inhibition, most hits filed as inhibitors; 5.9% of 310,000 active
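Growth was read as firefly luciferase luminescence after a 48 h, 37 C, 5% CO2 exposure of compounds to reporter-bearing P. falciparum cultures (0.1% parasitemia, 2% hematocrit final) in Albumax-supplemented RPMI 1640.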
LmPK inhibitor = qHTS Assay for Inhibitors of Leishmania Mexicana Pyruvate Kinase (LmPK) | Q27686 | purified LmPK, Kinase-Glo ATP luminescence, 1 h | Potency, µM (titrated, usually from 57.5 µM), without a hit: at the top dose activity change, negative = inhibition, usual class: inhibitors | 0.37% of 290,000 active
Target sequence (Q27686 whole entry, looked up): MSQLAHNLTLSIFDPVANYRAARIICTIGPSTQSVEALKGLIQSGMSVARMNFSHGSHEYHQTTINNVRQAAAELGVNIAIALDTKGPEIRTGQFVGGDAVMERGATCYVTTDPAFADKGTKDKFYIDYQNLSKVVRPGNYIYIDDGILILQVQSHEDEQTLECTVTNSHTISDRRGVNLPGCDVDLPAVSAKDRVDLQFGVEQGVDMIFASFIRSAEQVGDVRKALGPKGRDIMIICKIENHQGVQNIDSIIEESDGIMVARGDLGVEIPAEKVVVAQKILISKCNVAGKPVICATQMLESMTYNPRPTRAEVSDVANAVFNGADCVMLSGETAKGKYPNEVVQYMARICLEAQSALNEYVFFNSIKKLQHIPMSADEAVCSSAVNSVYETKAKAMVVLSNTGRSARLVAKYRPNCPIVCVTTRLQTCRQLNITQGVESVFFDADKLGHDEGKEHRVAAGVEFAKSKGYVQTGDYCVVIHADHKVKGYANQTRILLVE
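qHTS format; LmPK 0.1 nM; substrates PEP 0.5 mM and ADP 0.1 mM. One-hour room-temperature incubation, then coupled luciferase luminescence; 0.5 nM enzyme wells mark activation.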
Pf growth 96h = Primary qHTS for delayed death inhibitors of the malarial parasite plastid, 96 hour incubation; Potency, µM (doses to about 28.7 µM), inactives show at the top dose activity change, negative = inhibition, most hits filed as inhibitors; 6.9% of 320,000 active; AID 504834, 2011; P. falciparum luciferase reporter growth, 96 h
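Infected RBCs, 2% Hct / 0.05% parasitemia final; luciferase-reporter P. falciparum; cpd 96 h, 37 C, 5% CO2; luciferase detection reagent; luminescence.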
An asterisk follows results filed as active; ? = inconclusive; nt = not tested or not shown; & = joins results of further samples; [ ] = remark or other dose. The call rests on the fitted dose curve; in most records, active means well fitted curve in the direction sought with a large enough effect; inconclusive means small, poorly fitted or top-dose-only effect, or another doubt; inactive means no such curve, though single readings can be large; an effect the other way counts as inactive or inconclusive. On the % scale 0 is the no-effect control and ±100 the full control effect; potency means the concentration at half of the fitted maximal effect.

SMILES	Sm TGR block	HCV inh	Tb PYK inh	Pf growth 48h	LmPK inhibitor	Pf growth 96h
CN(C(=O)c1ccc(COc2ccccc2Br)o1)c1ccccc1	-16.0%	13.7%	4.2%	-26.6%	0.4%	-20.2%
Cc1cccc(N(CC(=O)NC2CCCC2)C(=O)c2cc3cc4cccc(C)c4nc3s2)c1C	-13.6%	?	-4.7%	?	1.1%	?
COc1ccc(C(=O)NC(=S)NCc2cccnc2)cc1OC	?	-13.8%	0.3%	?	2.3%	7.2%
Cc1ccccc1N(CC(=O)Nc1ccccc1C(=O)NCc1ccco1)S(=O)(=O)c1ccccc1	1.3%	?	-15.9%	?	7.1%	?
CCCCN1C(=O)C(O)(CC(=O)c2c(C)coc2C)c2ccccc21 (configuration not stated)	nt	4.6%	-0.7%	?	3.8%	-18.1%
O=C(CSc1nnc(COc2ccccc2)o1)Nc1ccc(F)cc1	0.1%	2.5%	-4.9%	22.8%	0.4%	9.1%
COCCCn1c(SCC(=O)Nc2ccc(NC(C)=O)cc2)nc2sc3c(c2c1=O)CCC3	6.3%	-24.2%	8.5%	?	6.9%	-7.8%
CCOC(=O)c1sc(Nc2cccc(Cl)c2)nc1C	11.6%	?	4.1%	97.2%[activator]	3.1%	0.0%
COc1ccc(CNC(=O)COc2ccc(Br)c(C)c2)cc1	-1.6%	-9.3%	2.2%	-9.3%[0.00184 µM]	1.0%	-11.3%
O=C(O)CCSc1ccc2ccccc2n1	?	7.8%&21.3%	-21.3%&1.5%	34.8%&8.0%[activator]	-1.0%&-3.2%	44.7%&-2.7%[activator]
COc1ccc2c(c1OC)C(=O)N1C2SC(C)(C)[C@H]1C(=O)NC(C)C (some centres not stated)	-8.8%	11.7%	1.9%	15.6%[0.00184 µM]	6.4%	6.0%
CC(C)(C)C(=O)Nc1ccccc1C(=O)Nc1cccnc1	3.0%	-12.1%	-4.5%	9.3%	1.5%	45.8%[activator]
COC(CN(C)S(=O)(=O)c1cc2c3c(c1)CCN3C(=O)CC2)OC	-1.0%	25.0%	0.1%	13.0%	-3.8%	31.7%[activator]
COc1ccc(C(OC(=O)c2ccco2)C(=O)NC2CCCCC2)cc1OC (configuration not stated)	-2.0%	17.1%	-5.9%	18.8%	-1.8%	-1.6%
COc1cccc(CN2CC(C(=O)NCCc3ccccc3C(F)(F)F)CCC2=O)c1 (configuration not stated)	-5.4%	-1.8%	-0.8%	?	0.3%	30.0%
O=C(COC(=O)CNS(=O)(=O)c1ccccc1)Nc1ccc(Cl)cn1	0.9%	?	-2.6%	nt	-1.7%	?
NC(=O)OCC(COC(N)=O)c1ccccc1	0.3%	0.9%[8.37 µM]	0.8%&4.5%&-2.4%	32.8%&-13.6%[activator]	1.3%	0.0%&16.1%
COC(=O)c1ccc(C(=O)OC)c(NC(=O)CN2CCN(c3ccccc3)CC2)c1	-17.1%	-22.3%	0.8%	-18.9%	5.6%	0.0%
COc1ccc(C(=O)Cc2ccc3c(c2)OCO3)c(O)c1	-0.6%	2.7%	-7.6%	265.2%[activator]	0.3%	220.1%[activator]
O=C1OCC(CO)(CO)N=C1NNc1ccc(Cl)c(Cl)c1	-4.1%	9.3%	?	?	0.3%	?
Cc1nn(CCCC(=O)NCc2ccccc2)c(=O)c2nn(-c3ccccc3)c(C)c12	1.2%&0.5%	-9.9%	0.2%&1.1%	?	-3.8%	-1.9%
Cc1ccc(C)c(N(CC(=O)NC2CCCC2)C(=O)CCCC(=O)Nc2ccccn2)c1	-4.4%	6.3%	1.4%	?	3.8%	nt
O=C1CSc2ccc(S(=O)(=O)N3CCN(c4ccccc4F)CC3)cc2N1	-9.7%	?	-16.2%	?	8.7%	13.1µM*
COc1ccc(C2COC(=O)C2=N)c(NC(=O)c2ccc(Cl)cc2)c1 (configuration not stated)	2.8%	15.8%	-2.3%	21.1%	-0.3%	15.9%
COc1cccc(CN(C)C(=O)c2ccc(N3CCCC3)c([N+](=O)[O-])c2)c1	2.6%	-29.8%	2.4%	-7.1%	-0.8%	13.1µM*
CCC(C)n1c(O)c(C=NC(C)c2ccccc2)c(=O)[nH]c1=S (configuration not stated)	-9.6%	5.8%	1.2%	?	4.1%	-17.9%
COc1ccc(-c2nnc3sc(CCN4C(=O)c5ccccc5C4=O)nn23)cc1	1.0%	18.3%	-3.7%	5.22µM*	2.6%	?
Cc1cccc(NC(=O)C2C3CCC4C(CCC32)C4(Cl)Cl)c1 (configuration not stated)	-13.6%	-2.9%	2.4%	?	3.8%	47.2%[activator]
O=C(CSc1ncn[nH]1)CSc1ncn[nH]1	39.8µM*	23.4%	-14.5%	?	-8.0%	6.5%
CS(=O)(=O)c1ccc2nc(NC(=O)c3ccc(NS(=O)(=O)c4cccc([N+](=O)[O-])c4)cc3)sc2c1	-7.3%	-8.4%	-1.0%	?	0.0%	?
O=C(CCc1nc(-c2ccccc2)no1)N1CCCC1	0.0%	-2.9%	-10.0%	65.8%[activator]	-0.9%	?
CC/C(=N\N1CCCCCC1)c1c(O)n(-c2ccc(C)cc2)c(=O)[nH]c1=O	2.2%	4.4%	-1.8%	?	-1.7%	2.08µM*
CCOC(=O)c1sc2ncnc(N3CCN(c4ccc(OC)cc4)CC3)c2c1C	-26.7%	?	0.8%	?	-1.7%	?
O=C(NCCc1ccccc1)C1c2ccccc2C(=O)N1Cc1cccs1 (configuration not stated)	-3.0%	-12.9%	0.6%	-29.0%	-2.7%	?
COc1ccc(-n2c(SCC3OCCO3)nc3c(sc(=S)n3-c3ccccc3)c2=O)cc1OC	-5.5%	?	0.0%	-18.8%	1.1%	-56.5%
CCCC(=O)Nc1cc(S(=O)(=O)N(CC)CC)ccc1Cl	-2.4%	-10.9%	-11.7%	-27.4%	-0.3%	?
COc1ccccc1/C=C/C(=O)NCCc1ccccn1	-8.8%	10.1%	-0.6%	115.4%[activator]	-4.8%	0.5%
COc1cccc(N2C(=O)NC(=O)/C(=C\c3ccc([N+](=O)[O-])s3)C2=O)c1	8.91µM*	-17.7%	?	12.4%	-17.6%	nt
N#Cc1ccccc1OCC(=O)OCC(=O)NCc1ccc2c(c1)OCO2	-2.1%	-7.4%	-3.1%	-2.7%	nt	22.8%
Cc1ccc(Cl)cc1NC(=O)Nn1cnnc1	2.8%	14.8%	-4.7%	12.6%	0.8%	38.6%[activator]
Cc1ccc(S(=O)(=O)N(C)C)cc1-n1c(SCC(=O)N(C)C)nc2ccccc2c1=O	-2.0%	10.1%	-1.0%	-15.8%	2.4%	?
CC(C)(C)Nc1nc(Nc2ccc([N+](=O)[O-])cc2)nc(NC(C)(C)C)n1	10.3%	?	-4.8%	?	0.5%	0.0%
CCC(=O)Nc1ccc2nc(C3CC3)n(Cc3ccccc3)c(=O)c2c1	-13.1%	?	-1.9%	65.4%[activator]	-2.0%	-18.6%
O=C(c1ccc(-c2ccccc2)cc1)C1CCCN(Cc2ccncc2)C1 (configuration not stated)	15.3%	?	-5.6%	-15.2%	1.4%	16.9%
OC(CNCc1ccccc1)COc1ccccc1 (configuration not stated)	?	6.6%	-0.5%	?	nt	25.1%
COc1ccccc1N1CCN(C(=O)c2sc3ncnc(N4CCN(c5ccccn5)CC4)c3c2C)CC1	-13.8%	?	-3.8%	11.7µM*	-4.1%	1.7%
O=C(NCc1ccccn1)C1CCC(CNS(=O)(=O)c2cccc3nsnc23)CC1 (configuration not stated)	1.8%	12.9%	-3.6%	19.2%	-2.9%	24.9%
O=C(O)c1cc2c(cc1NC(=O)C1CCCC1)OCCO2	-20.3%	-8.0%	-8.9%	22.8%	nt	33.1%[activator]
Cc1cc(NC(=O)CS(=O)CC(=O)Nc2c(C)cccc2C)ccc1-n1cnnn1 (configuration not stated)	-7.9%	4.4%	-1.3%	4.5%	-2.8%	-11.8%
CCOc1ccc(/C=C2/C(=O)N(c3ccc(OC)cc3)C(=S)N2CC(=O)OC)cc1OCC	-6.3%	?	0.3%	?	4.3%	?
O=C1C2CCCCN2C(=O)N1CCCCN1CCN(c2cccc(Cl)c2)CC1 (configuration not stated)	-3.2%	-12.2%	-4.4%	-19.6%	-5.7%	?
CN1C(=O)C2(c3ccccc31)C1CCCC=C1C(C#N)=C(N)C2(C#N)C#N (configuration not stated)	20µM*	7.1%	-5.1%	-18.8%	-10.7%	-17.2%
O=C1CC(c2ccco2)CC2=C1C1c3ccccc3C(=O)N1c1ccccc1N2 (configuration not stated)	35.5µM*	?	0.7%	?	5.6%	28.5%
Cc1ccc(C(=O)Nc2ncccc2O)cc1S(=O)(=O)N1CCCCC1	-7.6%	2.3%	-3.4%	?	nt	?
C=CCNC(=S)NNC(=O)C(CCCC)CC(C)O (configuration not stated)	2.8%	16.4%	-20.7%	1.5%	0.2%	nt
O=C1N=C(c2ccccc2)C(c2ccccc2)N1 (configuration not stated)	-2.0%	-11.5%	3.2%	-14.0%	1.6%	38.8%[activator]
Cc1ccc(CCNC(=O)c2nnn(-c3cccc(C)c3)c2N)cc1	-1.4%	?	2.4%	?	5.1%	nt
CCOC(=O)C1CCCN(C(=O)/C=C/c2ccc(Cl)cc2)C1 (configuration not stated)	-3.0%	-2.5%	1.8%	4.9%	2.6%	-11.5%
CC(c1ccc(F)cc1)n1cc(S(=O)(=O)N2CCCC2)ccc1=O (configuration not stated)	-0.9%	-14.0%	1.7%	-6.4%	nt	?
CCCCCCC(C)(C)c1ccc([C@@H]2C[C@H](O)CC[C@H]2CCCO)c(O)c1	2.9%	?	-7.1%	4.65µM*	nt	5.22µM*
CCOC(=O)N1CCC(N(CCOC)C(=O)Nc2ccc(C)c(C)c2)CC1	1.0%	8.8%	-1.1%	?	0.1%	?
CCOc1ccc(-n2nc3c(Cl)nnc(C)c3c2C)cc1	2.5%	-12.9%	4.1%	0.329µM*	-2.9%	0.522µM*

Structural class: the entries above containing two or more sulfur atoms
SMILES	Sm TGR block	HCV inh	Tb PYK inh	Pf growth 48h	LmPK inhibitor	Pf growth 96h
COCCCn1c(SCC(=O)Nc2ccc(NC(C)=O)cc2)nc2sc3c(c2c1=O)CCC3	6.3%	-24.2%	8.5%	?	6.9%	-7.8%
O=C1CSc2ccc(S(=O)(=O)N3CCN(c4ccccc4F)CC3)cc2N1	-9.7%	?	-16.2%	?	8.7%	13.1µM*
O=C(CSc1ncn[nH]1)CSc1ncn[nH]1	39.8µM*	23.4%	-14.5%	?	-8.0%	6.5%
CS(=O)(=O)c1ccc2nc(NC(=O)c3ccc(NS(=O)(=O)c4cccc([N+](=O)[O-])c4)cc3)sc2c1	-7.3%	-8.4%	-1.0%	?	0.0%	?
COc1ccc(-n2c(SCC3OCCO3)nc3c(sc(=S)n3-c3ccccc3)c2=O)cc1OC	-5.5%	?	0.0%	-18.8%	1.1%	-56.5%
Cc1ccc(S(=O)(=O)N(C)C)cc1-n1c(SCC(=O)N(C)C)nc2ccccc2c1=O	-2.0%	10.1%	-1.0%	-15.8%	2.4%	?
O=C(NCc1ccccn1)C1CCC(CNS(=O)(=O)c2cccc3nsnc23)CC1 (configuration not stated)	1.8%	12.9%	-3.6%	19.2%	-2.9%	24.9%

Rows were taken by chance; any-hit rate near 16%.
